GLS inh: qHTS for Inhibitors of Glutaminase (GLS); Potency, µM (doses to about 45.5 µM), without a hit: top-dose activity change, negative = inhibition, usual class: inhibitors; hit rate 0.21% among 410,000; Glutaminase kidney isoform, mitochondrial (Homo sapiens), O94925; GLS enzymatic activity, qHTS titration; AID 624170, 2012; also: % is scaled to controls: 0 for no effect and ±100 for the full control effect
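Two-point fluorescence kinetic (t0, 30 min RT) for hKGA; glutamate detected via glutamate oxidase–HRP–Amplex Red. Substrate: 1 mM L-glutamine solution; buffer 45 mM KH2PO4, pH 8.2.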
PGK inhibitor: qHTS Assay to Find Inhibitors of Phosphoglycerate Kinase; AID 602233, 2012; Phosphoglycerate kinase, glycosomal (Trypanosoma brucei brucei), P07378; PGK/GAPDH coupled, Kinase-Glo luminescence, 60 min; hit rate 0.043% among 380,000; Potency, µM (series often up to 57.5 µM), for the others: at the highest dose activity change, negative = inhibition, most hits filed as inhibitors; also: % is scaled to controls: 0 for no effect and ±100 for the full control effect; nearly all actives have a fitted effect of over 60% in size
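Luminescent ATP detection (Kinase-Glo Plus) follows a 60-minute room-temperature incubation, with wells lacking PGK as controls. Buffer: 100 mM TEA (pH 7.6), 5 mM MgCl2, 0.01% Tween-20. Coupling enzyme GAPDH (100 nM final) supplies unstable 1,3-BPG in-well.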
12-LOX inh: Primary qHTS assay for inhibitors of human arachidonate 12S-lipoxygenase (ALOX12): Round 2. AID 1671190, 2021. Polyunsaturated fatty acid lipoxygenase ALOX12 (Homo sapiens), P18054. hit rate 1.1% among 580,000. purified 12hLO, xylenol orange hydroperoxide absorbance. Potency, µM (top dose mostly 108 µM), for the others: at the highest dose activity change, negative = inhibition, actives largely listed as inhibitors; also: % is scaled to controls: 0 for no effect and ±100 for the full control effect
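Purified human 12hLO at 150 nM in 25 mM Hepes, 0.01% Triton X-100, pH 7.0, preincubated 15 min at room temperature with compound. Reaction started with 40 uM arachidonic acid, 30 min at room temperature. Hydroperoxide measured by Fe-xylenol orange, 573/405 nm absorbance ratio.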
ERG Ets-DNA blk: qHTS for Small Molecule Inhibitors of the ERG Ets/DNA interaction. fluorescence polarization, His-ERG Ets domain / labelled DNA. Potency, µM (titrated, usually from 76.9 µM), without a hit: top-dose FP activity, negative = inhibition, hits mostly inhibitors. hit rate 0.028% among 370,000; active = well fitted inhibition curve with a large enough effect in the polarisation, with a control signal flat; inconclusive = small, poorly fitted or top-dose-only effect, or effect the other way, or a change in a side signal; inactive = no such curve, though single readings can be large or run the other way; the % refers to the polarisation;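 also: polarization taken with two DNA probes labelled with fluorescein and Texas red; % of control where 0% means no effect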
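His-tagged ERG Ets domain (1 uM in the protein solution; 300mM KCl, 50mM Tris-HCl, 1mM EDTA, 1mM DTT, pH 7.5) received compound, then a probe mix of 5 nM fluorescein-DNA and 100nM Texas-615-DNA. Fluorescence polarization was read for both dyes.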
JMJD2A Tudor: qHTS Assay for Inhibitors of JMJD2A-Tudor Domain | AlphaScreen JMJD2A-Tudor / H3K4me3 peptide binding | Potency, µM (top dose mostly 114 µM), for the others: at the top dose activity change, negative = inhibition, hits mostly inhibitors | hit rate 4.4% among 390,000 | AID 504339, 2011; also: % is scaled to controls: 0 for no effect and ±100 for the full control effect; nearly all actives have a fitted effect of over 50% in size
Pin1 inhibitor: qHTS Assay to Find Inhibitors of Pin1; AID 504891, 2011; hit rate 0.009% among 390,000; Peptidyl-prolyl cis-trans isomerase NIMA-interacting 1 (Homo sapiens), Q13526; Pin1 FP peptide displacement, HiFluor488, 10 min; Potency, µM (doses to about 115 µM), without a hit: top-dose activity, negative = inhibition, hits mostly inhibitors; active = well fitted inhibition curve with a large enough effect in the polarisation, with a control signal flat, not every such curve was filed as active; inconclusive = small, poorly fitted or top-dose-only effect, or effect the other way, or a change in a side signal; inactive = no such curve, though single readings can be large or run the other way; the % refers to the polarisation; also: % is scaled to controls: 0 for no effect and ±100 for the full control effect
Target sequence (Q13526 whole entry, looked up): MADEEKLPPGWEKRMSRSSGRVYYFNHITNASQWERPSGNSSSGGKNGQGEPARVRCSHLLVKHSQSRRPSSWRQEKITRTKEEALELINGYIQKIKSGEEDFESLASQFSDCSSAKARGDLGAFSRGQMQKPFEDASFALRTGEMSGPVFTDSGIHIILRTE
HP1b chromo inh: HTS for Inhibitors of HP1-beta Chromodomain Interactions with Methylated Histone Tails. AlphaScreen HP1-beta / biotin-H3K9me3 peptide binding. Chromobox protein homolog 1 (Homo sapiens), P83916. hit rate 0.56% among 390,000. Potency, µM (doses to about 114 µM), for the others: at the top dose activity change, negative = inhibition, actives largely listed as inhibitors. AID 540317, 2011; also: nearly all actives have a fitted effect of over 70% in size; inactives centre near 23
Target sequence (P83916 whole entry, looked up): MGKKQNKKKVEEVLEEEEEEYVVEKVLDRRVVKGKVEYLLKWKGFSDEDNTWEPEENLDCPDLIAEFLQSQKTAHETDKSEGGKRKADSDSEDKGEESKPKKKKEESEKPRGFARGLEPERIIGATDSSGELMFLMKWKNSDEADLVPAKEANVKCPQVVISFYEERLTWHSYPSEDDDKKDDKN
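HP1-beta protein (50 nM final) preincubated 30 min at room temperature with biotinylated H3(1-18)K9me3 peptide (50 nM) in PBS pH 7.4, 0.01% Tween-20, then compound added for 30 min. AlphaScreen streptavidin donor/nickel chelate acceptor beads (10 ug/mL final), 30 min dark, luminescence read.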
RGS4 inh: Inhibitors of Regulator of G Protein Signaling (RGS) 4: qHTS; Transcreener GDP fluorescence polarization, RGS4-accelerated GTP hydrolysis; Potency, µM (titrated, usually from 114 µM), inactives show at the top dose activity change, negative = inhibition, actives largely listed as inhibitors; hit rate 0.039% among 390,000; also: % is scaled to controls: 0 for no effect and ±100 for the full control effect; nearly all actives have a fitted effect of over 75% in size; some results filed as inactive show a strong effect at the top dose
Target sequence (P49798 whole entry, looked up): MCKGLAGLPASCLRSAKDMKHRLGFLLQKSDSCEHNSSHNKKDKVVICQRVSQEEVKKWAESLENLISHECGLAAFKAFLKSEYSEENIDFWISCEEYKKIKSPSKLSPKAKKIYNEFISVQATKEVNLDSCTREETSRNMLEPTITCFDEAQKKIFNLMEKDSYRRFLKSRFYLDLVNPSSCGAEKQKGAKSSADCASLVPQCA
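MLSMR compounds (23 nl, pin-transferred) preincubated 10 min at room temperature with a 500nM (2x) first reagent, then RGS4 at 900nM (2x) plus Transcreener GDP mix added; fluorescence polarization (620/688 nm) read before and after 90 min at 30 °C.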
rTrxR1 inhibitor: qHTS Assay for Inhibitors of Mammalian Selenoprotein Thioredoxin Reductase 1 (TrxR1): qHTS | Thioredoxin reductase 1, cytoplasmic (Rattus norvegicus), O89049 | recombinant rTrxR1, NADPH fluorescence consumption, selenite substrate | Potency, µM (titrated, usually from 114 µM), without a hit: top-dose activity change, negative = inhibition, actives largely listed as inhibitors | hit rate 1% among 390,000 | AID 588453, 2011; also: % is scaled to controls: 0 for no effect and ±100 for the full control effect; nearly all actives have a fitted effect of over 65% in size
Target sequence (O89049 whole entry, looked up): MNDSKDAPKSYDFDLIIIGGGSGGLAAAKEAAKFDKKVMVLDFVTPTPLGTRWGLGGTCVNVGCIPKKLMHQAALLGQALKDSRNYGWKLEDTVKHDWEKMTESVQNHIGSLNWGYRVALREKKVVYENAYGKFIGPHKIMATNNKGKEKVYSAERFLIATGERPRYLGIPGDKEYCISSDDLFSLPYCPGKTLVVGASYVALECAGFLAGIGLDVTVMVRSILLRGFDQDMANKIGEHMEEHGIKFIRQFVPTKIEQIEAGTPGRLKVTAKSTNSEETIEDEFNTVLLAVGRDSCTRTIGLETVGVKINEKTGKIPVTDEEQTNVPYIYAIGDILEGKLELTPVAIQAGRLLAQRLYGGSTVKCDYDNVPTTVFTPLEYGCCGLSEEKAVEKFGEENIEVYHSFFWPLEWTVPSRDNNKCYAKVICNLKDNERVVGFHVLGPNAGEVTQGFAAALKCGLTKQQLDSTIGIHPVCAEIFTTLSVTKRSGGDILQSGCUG
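Rat TrxR1 (90 nM in the dispensed reagent) was pre-reduced with 400 uM NADPH for 5 min at room temperature, then incubated with compound for 15 min. After 400 uM selenite was added, NADPH fluorescence (Ex 340/Em 450 nm) was followed for 8 min.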
* hit, by the source's call; i = inactive; u = inconclusive; x = not tested or not shown; & = joins results of further samples; [ ] = dose if it differs, or a comment. Unless noted, calls follow the shape of the dose curve; as a rule, active = well fitted curve in the direction sought with a large enough effect; inconclusive = small, poorly fitted or top-dose-only effect, or another doubt; inactive = no such curve, though single readings can be large; an effect the other way counts as inactive or inconclusive. Potency is read from the fitted curve at half-maximal effect. Not all compounds are listed (hit frequency here may not be typical).

Sequence of screens – rTrxR1 inhibitor, RGS4 inh, 12-LOX inh, PGK inhibitor, ERG Ets-DNA blk, JMJD2A Tudor, HP1b chromo inh, Pin1 inhibitor, GLS inh
> Cc1ccc(S(=O)(=O)c2nc(-c3ccccc3)oc2NCCN2CCOCC2)cc1
→ 15%[57.1 µM], -15%[11.4 µM], u, -9%, -6%, -7%[11.4 µM], -7%, -14%, 0%
> O=C(c1ccco1)N(CCCN1CCOCC1)c1nc(-c2ccc(Cl)cc2)cs1
→ 10%[57.1 µM], -9%, -17%, -8%, -1%, 2%, 11%, 1%, -1%
> Cc1cc(CN2CCN(CC(=O)Nc3cc(C(F)(F)F)ccc3-n3cncn3)CC2)no1
→ -20%, -15%, -4%, -2%, -3%[15.4 µM], -8%, 47%[activator], -5%, -3%
> CCC(=O)N1CCc2cc(S(=O)(=O)NC(C(=O)NC3CCCc4ccccc43)C(C)C)ccc21 (stereo unspecified)
→ 3%, -1%, -24%, 0%, 7%, -11%, 19%, 34%[activator], 9%
> CC(=O)C1=C(O)C(=O)N(c2ccc(Br)cn2)C1c1ccccc1[N+](=O)[O-] (stereo unspecified)
→ 1%, -30%[56.9 µM], u, -9%, 1%, -22%, 41%[activator], 9%, 0%
> CN(c1nnc(NC(=O)Nc2ccccc2C(F)(F)F)s1)C1CCCCC1
→ -1%, -4%, u, 0%, 0%, -5%, 8%, 7%, 11%
> CC(=O)Nc1cccc(Nc2nc3ccccc3n3c(C)nnc23)c1
→ 11%, -27%, -10%, -2%, 4%, -9%, 34%, 1%, -5%
> CN(CC(=O)Nc1ccccc1Cl)CC(=O)N(C)c1c(N)n(Cc2ccccc2)c(=O)[nH]c1=O
→ 25%[57.1 µM], 33%, 5%, -5%, 10%, u, -8%, u, 5%
> CCC(=O)Nc1cc(C)c(NC(=O)CCc2ccccc2)cn1
→ -2%, -10%[11.4 µM], -2%, i, -6%, -1%[11.4 µM], 11%, u, -18%
> COc1ccc(CC(=O)c2ccc(O)cc2O)cc1OC
→ 6%, -24%, -22%, 1%, -1%, -14%, 22%, 4%, 16%
> Cc1cc(C)c(S(=O)(=O)N2CCCCC2CCNC(=O)C(=O)NCC2CCCO2)c(C)c1 (stereo unspecified)
→ 16%, -14%, -7%, -1%, 7%, -7%, 21%, -3%, -1%
> CC(Oc1ccccc1)C(=O)N1CCC2(CC1)CC(=O)c1ccccc1O2 (stereo unspecified)
→ -15%, -1%, 2%, i, -2%, -2%, 6%, 2%, 4%
> Cc1ccc2oc(NC3=NC4(CCCC4)C4=C(CCCC4=O)N3)nc2c1
→ x, x, -36%, x, x, -26%, x, -1%, -12%
> CCCN1CCN(C(=O)c2noc3c2COc2ccc(C)cc2-3)CC1
→ u, -6%, u, i, -4%, -24%, 27%, -1%, 2%
> CS(=O)(=O)N1CCC(C(=O)Nc2ccc(Cl)cc2)CC1
→ 19%, -6%, 61%[activator], -19%, 12%, 4%, 20%, -4%, -6%
> O=C(N/N=C/c1ccccc1)c1cccc2ccccc12
→ 8%, -2%, i, 11%, 4%, -8%, 16%, 9%, -2%
> Cc1ccc(S(=O)(=O)NCCOC(=O)Nc2sc(=S)n(C)c2C)cc1
→ 7.1µM*, u, u, -1%, x, -9%, u, -5%, 19%
> C[C@@H]1COC(=O)[C@H](NC(=O)OCC2c3ccccc3-c3ccccc32)C/C=C\C[C@@H](CC(=O)N[C@H](CO)Cc2ccccc2)C(=O)N1
→ -1%, u, u, 0%, 3%, -19%, 59%[activator], 15%, 1%
> CC1/C(=N/O)CC(c2ccco2)NC1c1ccco1 (stereo unspecified)
→ -4%, -13%, -21%, -3%, -8%, -10%, 12%, -1%, 2%
> COc1ccccc1OCc1nnc(SCC(=O)N2CCCCC2)o1
→ 14%[57.1 µM], 5%, 16%, 1%, -1%, 4%, 19%, 1%, -5%
> O=C(Nc1ccccc1C(=O)N1CCCCC1)c1cccs1
→ 6%, 23%, -6%, 1%, 11%, 0%, 27%, -4%, 7%
> O=c1c2ccccc2sn1-c1cc(S(=O)(=O)N2CCOCC2)ccc1N1CCOCC1
→ 73%&78%[activator], -160%&-136%, u, 5%, x, 4µM*, 8.9µM*, -4%&0%, u
> CC1=CC(C)(C(Cl)Cl)C(C)=CC1=O (stereo unspecified)
→ -5%, -17%, 0%, -1%, 2%, -2%, 39%, -3%, 0%
> CCN1CCN(C(c2ccc(F)cc2)c2nnnn2Cc2ccc3c(c2)OCO3)CC1 (stereo unspecified)
→ 11%, 10%, 3%, 0%, 1%, -10%, 16%, -1%, 4%
> CCOc1ccc(NC(=O)CSc2nc(O)c(C)c(=O)n2-c2ccc(F)cc2)cc1
→ 22%[57.1 µM], 5%, -6%, -1%, -18%, -17%, 19%, 1%, -10%
> O=c1[nH]c2ccccc2c2cn(-c3ccccc3)nc12
→ 6%[57.1 µM], -6%, 25%, 2%, 13%, 0%, 30%, -1%, -3%
> Cc1cc(N2C(=O)CCC2=O)n(-c2ccccc2)n1
→ 8%[57.1 µM], 9%[11.4 µM], 0%, -10%, -7%, -18%[57.1 µM], 24%, 5%, 1%
> Cc1ccc(OCc2n[nH]c(=S)n2-c2ccc(C)cc2)cc1
→ -14%, -17%[56.9 µM], u, -4%, 2%, u, 14%, 3%, -22%
> O=C(NCC1COc2ccccc2O1)C1CCCN(S(=O)(=O)c2cnc[nH]2)C1 (stereo unspecified)
→ -6%, -12%, 13%, 1%, -6%, -3%, 59%[activator], 1%, -8%
> O=C(O)/C=C/C(=O)Nc1ccc2c(c1)NC(=O)CO2
→ 2%[57.1 µM], 13%, -5%, i, -2%, -10%, 13%, -11%, 1%
> CCN1C(=NCc2cccc(Cl)c2)N[C@@H](c2cccc(F)c2)C(C(=O)OC)=C1C
→ 9%[57.1 µM], 3%, 6%, i, 4%, -22%, 14%, 1%, 0%
> Cc1ccc(-c2cc3nc4c(c(=O)n3[nH]2)CCCC4)cc1
→ -5%, 12%, -16%, 5%, 7%, 0%, 30%, -3%, 8%
> C[C@H](N=C1NS(=O)(=O)c2ccccc21)C(=O)OCc1cc([N+](=O)[O-])cc2c1OCOC2
→ 15%, -8%, 15%, -1%, -15%, -14%, 14%, 1%, -10%
> Cc1ccc(C)c(N2N=C(C(=O)OCc3nnc(-c4cccs4)o3)CCC2=O)c1
→ -12%, -13%, -1%, i, 9%, -10%, 31%, u, -3%
> O=C(CN1C(=O)NC2(CCOc3ccccc32)C1=O)NCCc1ccc(F)cc1 (stereo unspecified)
→ 10%, -12%, -2%, -9%, -2%, 3%, 52%[activator], 1%, -9%
> O=C(CN1c2ccccc2Sc2ccccc21)NNC(=O)Nc1ccc(Cl)cc1
→ 4%[57.1 µM], 15%, 0%, 2%, -5%, -17%, 14%, 7%, 0%
> Cc1ccccc1SCC(=O)OCC(=O)Nc1sccc1C(N)=O
→ -6%, -11%, -16%, -1%, 9%, -33%, 23%, 10%, 1%
> COC(=O)c1ccc(NC(=S)N2CCC(C(N)=O)CC2)cc1
→ -11%, -51%, -4%, -10%, 1%, -13%[57.1 µM], 22%, 3%, 8%
> CNC(=O)C(=O)Nc1cc2c3c(c1)C(C)C(=O)N3CCC2 (stereo unspecified)
→ 24%, -4%, -1%, 1%, -10%, -2%, 30%, -5%, -2%
> COc1ccc(N2CCN(C(CNC(=O)C(=O)NCC3CCCO3)c3ccco3)CC2)cc1 (stereo unspecified)
→ 4%, -3%, -6%, i, 6%, -26%, -25%, 1%, 48%[activator]

Entries of single compounds, looked up by structure. Values in the order: rTrxR1 inhibitor | RGS4 inh | 12-LOX inh | PGK inhibitor | ERG Ets-DNA blk | JMJD2A Tudor | HP1b chromo inh | Pin1 inhibitor | GLS inh
`COc1ccc(CC(=O)c2ccc(O)cc2O)cc1OC` as listed: 6% | -24% | -22% | 1% | -1% | -14% | 22% | 4% | 16%
`CNC(=O)C(=O)Nc1cc2c3c(c1)C(C)C(=O)N3CCC2` (stereo unspecified) as listed: 24% | -4% | -1% | 1% | -10% | -2% | 30% | -5% | -2%
`Cc1ccc2oc(NC3=NC4(CCCC4)C4=C(CCCC4=O)N3)nc2c1` as listed: x | x | -36% | x | x | -26% | x | -1% | -12%
`CC(=O)Nc1cccc(Nc2nc3ccccc3n3c(C)nnc23)c1` as listed: 11% | -27% | -10% | -2% | 4% | -9% | 34% | 1% | -5%

Assay outcomes deposited in PubChem by National Center for Advancing Translational Sciences (NCATS).
